High-throughput results deposited in PubChem BioAssay by Johns Hopkins Ion Channel Center.
Kir21 inh: inhibitors of mouse Kir2.1 inward-rectifier potassium channel; P35561; HEK293-Kir2.1, FluxOR thallium flux fluorescence; active compounds read low; B-score at 10 µM; hit rate 0.85% among 310,000; AID 1672;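 active = fluorescence ratio B-score at or below minus 3 SD of library scores, with starting-brightness B-score within 2 SD, cut at about -4.2 in these data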;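 note: channel flux triggered by added potassium and thallium sulfate stimulus; B-score of peak minus minimum fluorescence over baseline after thallium stimulus; more negative B-score means stronger Kir2.1 block with less thallium influx; some compounds called inactive have numbers as strong as hits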
KCNQ2 block: KCNQ2 potassium channel inhibitors, primary screen, cell-based, CHO-K1, FluxOR thallium flux, B-score (AID 2156) | O88943 | 20 min; active compounds read low | B-score at 10 µM | hit rate 1.1% among 310,000;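 active = fluorescence ratio B-score at most minus 3 library SDs, with starting brightness B-score within 2 library SDs, cut at about -5.5 in these data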
Target sequence (O88943 whole entry, looked up): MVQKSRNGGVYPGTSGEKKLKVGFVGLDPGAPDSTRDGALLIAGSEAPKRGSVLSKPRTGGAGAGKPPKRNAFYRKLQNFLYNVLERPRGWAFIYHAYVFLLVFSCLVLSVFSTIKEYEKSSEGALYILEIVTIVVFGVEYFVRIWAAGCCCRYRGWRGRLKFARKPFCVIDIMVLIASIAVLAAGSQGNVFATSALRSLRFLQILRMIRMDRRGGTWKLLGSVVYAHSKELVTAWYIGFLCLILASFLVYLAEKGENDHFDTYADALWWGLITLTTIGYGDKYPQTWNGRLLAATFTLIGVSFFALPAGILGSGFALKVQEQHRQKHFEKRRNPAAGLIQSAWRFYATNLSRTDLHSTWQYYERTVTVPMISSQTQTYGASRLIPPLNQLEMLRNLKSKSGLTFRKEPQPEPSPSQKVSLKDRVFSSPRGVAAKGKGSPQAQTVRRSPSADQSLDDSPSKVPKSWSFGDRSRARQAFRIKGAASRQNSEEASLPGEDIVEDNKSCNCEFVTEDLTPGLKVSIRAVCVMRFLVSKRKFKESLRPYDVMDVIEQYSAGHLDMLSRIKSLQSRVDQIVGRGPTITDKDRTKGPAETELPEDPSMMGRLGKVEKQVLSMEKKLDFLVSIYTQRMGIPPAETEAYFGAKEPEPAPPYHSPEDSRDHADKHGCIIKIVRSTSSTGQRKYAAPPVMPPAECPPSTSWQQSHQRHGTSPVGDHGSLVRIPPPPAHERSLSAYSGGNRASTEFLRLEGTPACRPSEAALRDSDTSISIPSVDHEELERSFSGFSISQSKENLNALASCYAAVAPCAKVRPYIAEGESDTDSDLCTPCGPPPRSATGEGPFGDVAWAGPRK
* hit, by the source's call; i = inactive.

Values run as follows: Kir21 inh | KCNQ2 block
- CC1=CC(C)(C)N2C(=O)C3(C(C#N)=C(N)Oc4cc(O)ccc43)c3cccc1c32 (stereo unspecified)
    0.95 | i
- COc1ccc(-c2noc(CCCC(=O)NC3CCCCC3)n2)cc1
    -0.85 | i
- O=C(Nc1ccccc1)Nc1cccc(-c2nnco2)c1
    0.08 | i
- CCOC(=O)CSc1ncc(OC)c(Sc2ccc(Cl)cc2)n1
    -0.1 | i
- O=C(O)COc1ccccc1/C=N/NC(=O)CSc1nnc(SCc2ccccc2)s1
    3.8 | i
- C/C(Cl)=C\Cn1c(O)c(N=NC(N)=S)c2ccccc21
    0.9 | i
- O=C1CC2(CCCCC2)Oc2ccc(Cl)cc21
    -0.21 | i
- CCCN=C1NC(=O)C(CC(=O)NCCc2ccccc2)S1 (stereo unspecified)
    2.5 | i
- CC(C)C(=O)NC(=S)Nc1ccc(S(=O)(=O)N(C)C)cc1
    0.4 | i
- COc1cccc(N2CCN(C(=O)CN(C)S(=O)(=O)c3ccc4c(c3)c(=O)n(C)c(=O)n4C)CC2)c1
    1.1 | i
- CCCC(c1nnnn1Cc1ccc(OC)cc1)N1CCN(C(=O)c2ccco2)CC1 (stereo unspecified)
    -0.47 | i
- COc1ccccc1-c1cc(C(=O)N/N=C/c2ccc(C)s2)c2ccccc2n1
    -0.14 | i
- Cc1scc(C(=O)NCc2ccco2)c1-c1ccccc1
    -3.2 | i
- CCCCC(C(=O)NCCC(C)C)N(CCCN1CCOCC1)C(=O)c1snc(C(N)=O)c1N (stereo unspecified)
    -0.65 | i
- NC(=O)CNC(=O)c1cccc(Cl)c1
    -1 | i
- Cc1ccc(C(=O)CCC(=O)N(C)CC(=O)Nc2c(Cl)cccc2Cl)cc1
    0 | i
- CC(C)c1nnc(NC(=O)C2CCN(S(=O)(=O)c3ccc(-n4cnnn4)cc3)CC2)s1
    0.32 | i
- Oc1ccc(N=Nc2ccc3c(c2)OCCO3)c2cccnc12
    -1.1 | i
- Cc1cc(NC(=O)CSCC(=O)OC(C)C(=O)N(C)Cc2ccccc2)no1 (stereo unspecified)
    0.12 | i
- Cc1ccc(-c2nn(-c3ccccc3)cc2C(=O)NCC(c2cccs2)N2CCOCC2)cc1 (stereo unspecified)
    0.77 | i
- CN(C1=C(NC(=O)c2ccc(Cl)cc2)C(=O)c2ccccc2C1=O)c1ccccc1
    3 | -6.3*
- COC(=O)c1cc(C(=O)c2c(C)cc3ccccn23)cc([N+](=O)[O-])c1
    -1.4 | i
- CCn1cc(C(=O)NC(=S)Nc2ccccc2[N+](=O)[O-])cn1
    0.02 | i
- Cc1ccc(-n2c(=O)c3ccc(C(=O)NCc4ccco4)cc3n(Cc3ccccc3C#N)c2=O)cc1
    -0.09 | i
- O=C(CCc1ccccc1)NNC(=S)Nc1ccc(F)cc1
    -0.04 | i
- COCCCNC(=S)Nc1ccc(N2CCCCC2)cc1
    -1.9 | i
- CCCC(=O)N1CCN(C2=NS(=O)(=O)c3ccccc32)CC1
    0.13 | i
- CC1(C)Cc2c(sc3[nH]c(=S)n(Cc4ccccc4)c(=O)c23)CO1
    0.03 | i
- CSc1nnc(C)c(=O)n1COC(=O)COc1ccc(F)cc1
    -0.43 | i
- CCCN1C(=O)c2ccc(C(=O)NCc3ccco3)cc2C1=O
    0.46 | i
- Oc1ccc(C23CC4CC(CC(C4)C2)C3)cc1O
    0.55 | i
- CC(C)c1cc(CN2CCN(CCC#N)CC2)cc(C(C)C)c1O
    1.2 | i
- O=[N+]([O-])c1cccc(C2=NCCS2)c1
    -0.65 | i
- Cc1ccsc1/C=c1\sc2ncnn2c1=O
    0.03 | i
- CC1Cc2nc(SCC(N)=O)n(C)c(=O)c2S1 (stereo unspecified)
    0.93 | i
- CCCNC(=O)c1ccc(S(N)(=O)=O)cc1
    1.6 | i
- COc1cccc(NC(=O)COC(=O)c2c(-c3ccccc3)noc2C)c1
    1.1 | i
- CCCCCc1ccc(OCCCC[n+]2cccc(C)c2)c(CCCCC)c1
    -5.1* | i
- Fc1ccccc1OCCSc1nc2ccccc2o1
    0.62 | i
- CC(C)Oc1ccc(C2CC(=O)NC2=O)cc1 (stereo unspecified)
    1.9 | i
- Nc1nnc(SCC(=O)NC2CCCCC2)n1-c1ccccc1
    0.36 | i
- O=c1c2ccccc2nc(/C=C/c2cc(Br)ccc2O)n1CCO
    0.01 | i
- COc1ccc(NC(=S)NCc2cccnc2)cc1
    0.22 | i
- CCOC(=O)N1CCN(C(=O)CSc2ccc(-c3ccccc3OC)nn2)CC1
    -0.92 | i
- O=C(CSc1nnc(-c2ccncc2)s1)Nc1ccc(Cl)c(C(=O)O)c1
    0.04 | i
- COc1ccc(C(=O)NCc2ccc(-c3nc4ccccc4s3)cc2)cc1OC
    1.7 | i
- Cc1ccc(C(=O)NC(=S)NCc2cccnc2)cc1C
    -1.5 | i
- CCCCc1nc2cc(C(=O)NCc3nccn3CC)ccc2o1
    -0.93 | i
- COc1ccc(CN2CCC(=O)N([C@H](CO)Cc3ccccc3)CC2)cc1
    1.6 | i
- COc1ccc(-c2[nH]n(-c3ccc([N+](=O)[O-])cc3)c(=O)c2C=NCC2CCCO2)cc1 (stereo unspecified)
    0.01 | i
- O=C(Cc1csc(N2CCOCC2)n1)N/N=C/c1ccc(O)c(O)c1O
    -2.6 | i
- O=C(Nc1cccc(Cl)c1)OCc1cn(-c2ccc(Cl)cc2)nn1
    -1.8 | i
- Cc1nnc(SCCOC(N)=O)n1C
    0.38 | i
- CCCc1cc(=O)oc2cc(OC(C)C(=O)NCCCn3ccnc3)ccc12 (stereo unspecified)
    -1.7 | i
- COc1ccc(NC(=O)Cn2c(C)cc(=O)c3ccccc32)cc1
    0.66 | i
- O=C(NCCCN1CCCC1=O)c1ccc2c(c1)NC(=O)C(N1CCOCC1)S2 (stereo unspecified)
    0.02 | i
- COCCCNC(=O)C12CCC(C)(C(=O)C1)C2(C)C (stereo unspecified)
    -1.2 | i
- CCOC(=O)c1nn(-c2ccc(F)cc2)c2nc(-c3ccccc3)c(C#N)c(=O)n12
    0.42 | i
- CN(Cc1ccc(Cl)cc1)C(=O)CCl
    0.01 | i
- COCc1[nH]nc2c1C(c1c(F)cccc1Cl)C(C#N)=C(N)O2 (stereo unspecified)
    0.18 | i

(more compounds)
Values run as follows: Kir21 inh | KCNQ2 block
- COC(C(=O)NNS(=O)(=O)c1ccc([N+](=O)[O-])cc1)c1ccccc1 (stereo unspecified)
    -1.3 | i
- COc1ccc(CN(C(=O)c2ccco2)C2CCS(=O)(=O)C2)cc1 (stereo unspecified)
    -0.77 | i
- O=C(Nc1nnc(SCc2ccc(Cl)cc2Cl)s1)C1COc2ccccc2O1 (stereo unspecified)
    1.9 | i
- O=C(COc1ccc2ccccc2c1)NC1=NCCS1
    -0.13 | i
- O/C=c1\ccc2cccc3nc(C(F)(F)F)nc1c23
    -5.5 | i
- COc1ccc(N2C(=O)N3[C@H](c4ccc(Cl)cc4)[C@@H]4C(=O)N(C5CCCCC5)C(=O)[C@@H]4[C@]3(C)C2=O)cc1
    0.42 | i
- Cn1nnnc1SCC(=O)Nc1ccc(Oc2ccccc2)cc1
    0.08 | i
- COc1ccc(-c2cc(C)no2)cc1S(=O)(=O)Nc1ccc(NC(C)=O)cc1
    -0.95 | i
- COc1ccc(/C=N/Nc2nc(Nc3ccccc3)nc(N3CCCC3)n2)cc1[N+](=O)[O-]
    -1.2 | i
- Cc1ccc(-n2c(SCC(=O)NNC(=S)Nc3ccccc3)nc3ccccc3c2=O)cc1
    1.3 | i
- CC1C/C(=N\NC(=O)c2ccc([N+](=O)[O-])cc2)CC(C)(C)C1 (stereo unspecified)
    0.91 | i
- O=C(CCN1C(=O)c2ccccc2C1=O)C1=NN[C@@H]2C(=O)N(c3ccc4c(c3)OCO4)C(=O)[C@H]12
    0.28 | i
- COc1ccc(Cl)cc1C(=O)NC(=S)Nc1nc(C)cc(C)n1
    -0.04 | i
- C=CCn1c(SCC(=O)N(C)c2c(N)n(Cc3ccccc3)c(=O)[nH]c2=O)nnc1-c1ccccc1OC
    -0.46 | i
- Cc1ccc2nc(-c3cccnc3)c(Nc3ccccc3C)n2c1
    0.02 | i

Entries of single compounds, quoted from the list. Order of values: Kir21 inh | KCNQ2 block
Shown for CCCC(=O)N1CCN(C2=NS(=O)(=O)c3ccccc32)CC1 : 0.13 | i
Shown for CCCNC(=O)c1ccc(S(N)(=O)=O)cc1 : 1.6 | i
Shown for CC1C/C(=N\NC(=O)c2ccc([N+](=O)[O-])cc2)CC(C)(C)C1 (stereo unspecified) : 0.91 | i

Individual results from above.
Value for CCOC(=O)N1CCN(C(=O)CSc2ccc(-c3ccccc3OC)nn2)CC1 in Kir21 inh: -0.92
Value for O=C(CCc1ccccc1)NNC(=S)Nc1ccc(F)cc1 in Kir21 inh: -0.04

Next section.
Values run as follows: Kir21 inh | KCNQ2 block
- CCOC(=O)c1c(NCc2ccccc2)n[nH]c1C
    1.7 | i
- O=C(O)C(Cc1c[nH]c2ccccc12)N1CCS(=O)(=O)CC1 (stereo unspecified)
    -2.2 | i
- O=c1c2cn[nH]c2nc(SCc2c(F)cccc2F)n1-c1ccc(Cl)cc1
    -0.39 | i
- CN(C)S(=O)(=O)c1cc(NC(=O)COC(=O)Cc2cccc3ccccc23)ccc1Cl
    0.02 | i
- Cc1cc(=O)oc2cc(OC(C)C(=O)N3CCOCC3)ccc12 (stereo unspecified)
    0.58 | i
- Cc1sc(NC(=O)CSc2nc(N)n(CC(=O)c3ccccc3)n2)c(C#N)c1C
    -0.2 | i
- O=C(Cn1ncc2c3ccccc3n(Cc3ccccc3F)c2c1=O)NCC1CCCO1 (stereo unspecified)
    0.94 | i
- O=C(O)c1cccc(S(=O)(=O)N2CCOCC2)c1
    1.6 | i
- O=C(CSc1ccc2nnc(-c3ccccc3)n2n1)N1CCCc2ccccc21
    -1.4 | i
- COCCCn1c(=S)[nH]c2ncccc2c1=O
    0.06 | i
- CCc1ccc(N/C(SCc2cccc(F)c2)=C(/C#N)C(=O)NCc2ccco2)cc1
    1.7 | i
- CC(C)c1nc(-c2ccccc2)c(-c2ccccc2)[nH]1
    0.11 | i
- CC(C)(CC(=O)O)CC(=O)NCc1c(Cl)cccc1Oc1ccccc1
    -0.85 | i
- CC(NC(=O)NCc1cccnc1)(C(F)(F)F)C(F)(F)F
    0.05 | i
- Cc1ccnc(NC(=O)CCc2c[nH]c3ccccc23)c1
    2.9 | i
- Cc1cc(C)c(CN2CCCC(CNC(=O)c3ccc(F)cc3)C2)c(-n2cccn2)c1 (stereo unspecified)
    -2 | i
- CCOc1ccccc1OCCn1nc2ccccc2n1
    -1.2 | i
- O=C(c1ccc2nc[nH]c2c1)N1CCN(S(=O)(=O)c2cccc(F)c2)CC1
    0.38 | i
- COC(=O)COc1ccc(C2NC(=O)NC(C)=C2C(=O)NCc2ccccc2)cc1OC (stereo unspecified)
    -0.16 | i
- CC12CCC(=O)N1C(C(=O)Nc1nc3ccc(Cl)cc3s1)CS2 (stereo unspecified)
    -0.01 | -6*
- CCN(c1ccccc1)S(=O)(=O)c1cc(OC)ccc1OC
    -1.7 | i
- CCN(CC)c1ccc(/C=N/Nc2cccc(C)c2)c(O)c1
    -0.03 | i
- CC1(C)CC(=O)C(CC2=C(O)CC(C)(C)CC2=O)C(=O)C1
    -1.6 | i
- CCOC(=O)CNC(=S)NN(C)C
    1.1 | i
- CC1Cc2ccccc2N1C(=O)C1CCN(S(=O)(=O)c2cccs2)CC1 (stereo unspecified)
    0.56 | i
- COc1ccc(-c2cc(C(=O)N/N=C(\C)c3ccco3)c3ccccc3n2)c(OC)c1
    0.48 | i
- CCCCCCOc1ccc(N2C(=O)CC(SCCN)C2=O)cc1 (stereo unspecified)
    0.16 | i
- CCSc1nc2cc(OC)c(OC)cc2c(=O)n1CC
    -2.7 | i
- O=[N+]([O-])c1cc(S(=O)(=O)N2CCCC2)ccc1NCCCN1CCOCC1
    -1 | i
- O=[N+]([O-])c1cccc2ccc(/C=C/c3cccc(Br)c3)nc12
    -1.7 | i
- Cc1cccc(-n2c(N)cc(=O)nc2SCC(=O)Nc2cc(C)on2)c1
    1.3 | i
- Cc1ccc(-n2ncc3c2CC(C)(C)CC3NC(=O)CCCN2CCCC2=O)cc1 (stereo unspecified)
    0.04 | i
- CC1CCN(S(=O)(=O)c2cccc(S(=O)(=O)N3CCCC3)c2)CC1
    -0.06 | i
- COC(=O)c1sccc1NC(=O)c1ccccc1
    -0.56 | i
- COC(=O)c1ccc(S(=O)(=O)NCc2cccc(OC)c2)n1C
    -0.93 | i
- CCCCN1CCCCC1C(=O)Nc1c(C)cc(C)cc1C (stereo unspecified)
    -1.5 | i
- O=C(OCn1nnc2ccccc2c1=O)c1cccnc1Cl
    -0.47 | i
- COc1ccc(C(=O)N2CCN(c3ncccn3)CC2)cc1
    -2.8 | i
- CCC(=O)N(Cc1cc2ccc(C)cc2[nH]c1=O)c1ccccc1OC
    -1.3 | i
- O=C1CN(c2ccc(Cl)cc2)C(=O)CN1NC(=S)Nc1ccc(Cl)cc1
    1.9 | i
- COc1ccc(N2CCN(c3c(S(=O)(=O)c4ccccc4)cnc4ccc(OC)cc34)CC2)cc1
    1.4 | i
- COc1ccc(NS(=O)(=O)c2cc(NC(=O)c3ccc(F)cc3)ccc2OC)cc1
    -2.3 | i
- O=C(COC(=O)c1ccco1)NCc1ccccc1Cl
    -0.65 | i
- O=C(CCCN=C1NS(=O)(=O)c2ccccc21)OCc1ccc(F)cc1
    0.89 | i
- Cc1ccc(NS(=O)(=O)c2ccccc2)c2c1CC(C)(C)O2
    0.92 | i
- COc1ccc(Nc2nc(N)nc(CN3CCN(c4ccccn4)CC3)n2)cc1
    -1 | i

An unsorted share of the library, and some 1.9% of all compounds hit somewhere here.
